Compound activity: PubChem, The Scripps Research Institute Molecular Screening Center
SRC1 TRFRET art = flags TR-FRET format artefacts in PPARgamma SRC-1 recruitment agonist screen | 0.34% of 99,000 active | TR-FRET ratio at 8 µM | TR-FRET detection artefact counter-screen, emission ratio; stronger effect = higher value; in the data active = TR-FRET ratio above about 2300; also: inactives centre near 1800; reference of the scale not given here
SRC3 TRFRET art = flags TR-FRET format artefacts in PPARgamma SRC-3 recruitment agonist screen; TR-FRET artefact counter-screen, PPARgamma/SRC-3 format; stronger effect = higher value; TR-FRET ratio at 8 µM; 0.39% of 99,000 active; in the data active = TR-FRET ratio above about 2000; also: inactives centre near 1600; reference of the scale not given here
An asterisk follows results filed as active. The list is partial; the hit share may differ from the screen's.

cpd	Structure	SRC1 TRFRET art	SRC3 TRFRET art
1	Cc1ccc(S(=O)(=O)N2CCN(C(=O)c3cccs3)CC2)cc1C	1652	1446
2	Cc1c(Cl)cccc1NC(=O)Nc1ccc(C(=O)N2CCCC2)cc1	1590	1376
3	CCc1sc(NC(C)=O)nc1-c1ccccc1	1389	1343
4	O=C(CSc1ccc([N+](=O)[O-])cn1)Nc1ccc2c(c1)OCCO2	1958	1582
5	Cc1cc(=O)[nH]c(SCC(=O)Nc2nc(-c3ccccc3)c(-c3ccccc3)o2)n1	1696	1682
6	CC1(c2ccc(Cl)cc2)NC(=O)N(CC(=O)NCc2cccs2)C1=O (centres undefined)	1688	1360
7	CCN(C(=O)COC(=O)/C=C/c1ccccc1[N+](=O)[O-])C1CCS(=O)(=O)C1 (centres undefined)	1441	1602
8	O=C(NC(C(=O)c1ccccc1)N1CCCCCC1)c1ccco1 (centres undefined)	1775	1602
9	CNCCOc1ccccc1OC(C)C	1797	1742
10	C#CCN(C(=O)Nc1ccccc1)c1ccccc1	1593	1383
11	Nc1ncc(Br)cc1Br	1915	1684
12	CCc1cccc(Nc2cc(C)nc3ncnn23)c1	1821	1671
13	O=C(O)CCC(=O)Nc1ccc(S(=O)(=O)Nc2nccs2)cc1	1735	1607
14	CCc1nn(-c2ccccc2)c(N)c1C#N	1736	1489
15	CCOC(=O)C1=C(C)N(c2ccc(OC)cc2)C(=O)/C1=C\c1cccs1	1973	1490
16	CCOC(=O)c1c(N)n(-c2ccc(N)cc2)c2nc3ccccc3nc12	1815	1626
17	O=C(NC(=S)Nc1ccc(CN2CCCCC2)cc1)c1cccc(OCc2ccccc2)c1	1913	1676
18	COC(=O)Cc1ccc(NC(=O)c2ccccc2Br)cc1	1692	1568
19	CCOc1ccc(C(=O)N/N=C/c2ccccc2[N+](=O)[O-])cc1	1761	1648
20	CC(=O)NCC1CCCN(c2nc3nonc3nc2N(C)Cc2ccccc2)C1 (centres undefined)	1508	1598
21	S=C(NCc1ccco1)Nc1ccc2c(c1)OCCO2	1983	1587
22	CCCCN1CC2([N+](=O)[O-])C=CC(=O)C([N+](=O)[O-])(C1)C2CC(=O)c1ccccc1 (centres undefined)	1590	1437
23	Nc1ccc(C(=O)NCC2(c3ccccc3)CCCC2)cc1	1539	1610
24	Cc1oc(-c2ccc(-c3ccccc3)cc2)nc1CN(C)C1CCOC1 (centres undefined)	1827	1811
25	Cc1ccc(-c2csc(Nc3ccc(S(N)(=O)=O)cc3)n2)o1	1938	1642
26	CC(=O)c1cnc(N2CCCCC2)nc1C	1821	1630
27	Cc1cccc(C(=O)Oc2coc(CSc3nnc(NC(=O)C4CC4)s3)cc2=O)c1	1821	1455
28	N#Cc1c(-c2ccc(Br)cc2)cc(-c2cccnc2)nc1N	1900	2107*
29	CCOc1ccc(NC(=O)CC2C(=O)N(C)C(=S)N2CCCc2ccccc2)cc1 (centres undefined)	1704	1452
30	O=[N+]([O-])c1cnn2cc(Br)cnc12	1844	1560

2 entries drawn at random from those above, as already listed:
cpd	Structure	SRC1 TRFRET art	SRC3 TRFRET art
10	C#CCN(C(=O)Nc1ccccc1)c1ccccc1	1593	1383
25	Cc1ccc(-c2csc(Nc3ccc(S(N)(=O)=O)cc3)n2)o1	1938	1642

Looked up above:
no. 10 | SRC3 TRFRET art = 1383
no. 14 | SRC3 TRFRET art = 1489

Next entries follow.
cpd	Structure	SRC1 TRFRET art	SRC3 TRFRET art
31	O=S(=O)(c1cccc2nsnc12)N1CCN(c2ccccc2F)CC1	1891	1498
32	COC(=O)c1ccccc1S(=O)(=O)N(Cc1cc2ccc(OC)cc2[nH]c1=O)CC1CCCO1 (centres undefined)	1737	1649
33	COC(=O)c1ccccc1S(=O)(=O)N1CCC(C(=O)OC(C)C(=O)NC(N)=O)CC1 (centres undefined)	1974	1590
34	CCOC(=O)C1(Cc2cccc(OC)c2)CCN(CC2CC=CCC2)CC1 (centres undefined)	1660	1238
35	CC1=C(C(=O)OCc2ccccc2)C(c2ccccc2)NC(=O)N1CCCCCC(=O)O (centres undefined)	1734	1591
36	CCOc1cc(N2CCOCC2)c(OCC)cc1NC(=O)CSc1nccc(C)n1	1816	1561
37	O=C(/C=C/c1c(F)cccc1Cl)Nc1nn[nH]n1	1789	1440
38	Cc1cccc(NC(=O)CSc2nc3c(c(=O)[nH]2)CCC3)c1C	1875	1614
39	O=C(Nc1cccc(F)c1)c1ccc(Cn2cc([N+](=O)[O-])cn2)o1	1888	1449
40	COc1cc(NC(=S)Nc2ncccc2C)cc(OC)c1OC	1964	1573
41	O=C(Nc1cccc(Cl)c1)c1ccc2c(c1)SC1=NS(=O)(=O)CCN12	1541	1669
42	O=C(COc1ccc(Cl)cc1)N1CCN(C(=O)c2cccs2)CC1	1730	1480
43	CCCc1cc(=O)n2[nH]c(C)c(-c3ccccc3)c2n1	1805	1486
44	CC1(c2ccccc2)CC(C)(C)N(C(=O)CSc2nnc(N)s2)c2ccccc21 (centres undefined)	1791	1623
45	CCOc1nc(NC(=O)NS(=O)(=O)Oc2cccc(Cl)c2)nc(-c2ccccc2)n1	1578	1548
46	Cc1csc(SCC(=O)Nc2ccc3c(c2)OCCO3)n1	1864	1755
47	O=C(O)COc1ccc(/C=N/NC(=O)COc2nsnc2N2CCOCC2)cc1	2027	1348
48	CC(C)(C)c1ccc(/C=C/C(=O)Nc2ccncc2)cc1	1596	1463
49	CCc1nnc(NS(=O)(=O)c2ccc(N3C(=O)c4ccc(C(=O)O)cc4C3=O)cc2)s1	1931	1678
50	CC(=O)c1cn(CCC(C)C)c(=O)[nH]c1=O	2024	1718
51	COC(CNC(=O)c1ccc2c(c1)ncn2-c1ccc(F)c(F)c1)OC	2009	1436
52	Cc1ccc(S(=O)(=O)N(CC(=O)NC2CCCC2)c2cccc(C)c2)cc1	1748	1414
53	CC(C)(C)c1cc(N)on1	1862	1490
54	S=c1[nH]nc(-c2ccc(Cl)cc2)n1-c1ccc2c(c1)OCCO2	2170	1832
55	COc1ccc(C2CC(c3ccc4ccccc4c3)=NN2C(=O)CNC2CCCCC2)cc1 (centres undefined)	1636	1423
56	CCN1CCN(c2ccc(NC(=O)c3cccc(F)c3)cc2Cl)CC1	1700	1612
57	CC(=O)NS(=O)(=O)c1ccc(NC(=O)C2C3C=CC(C3)C2C(=O)O)cc1 (centres undefined)	1756	1661
58	COc1ccc(NC(=O)CN2C(=O)C(c3ccccc3)=NC23CCCCCC3)cc1OC	1941	1333
59	CCOCCCNC(=O)Cc1cc(=O)[nH]c(=O)[nH]1	1758	1548
60	CCc1c(C)nc(SC(C(=O)O)c2ccccc2)c(C#N)c1C (centres undefined)	1719	1472

Sorted by count of non-hydrogen atoms (ascending): seven of the compounds above.
cpd	Structure	SRC1 TRFRET art	SRC3 TRFRET art
53	CC(C)(C)c1cc(N)on1	1862	1490
43	CCCc1cc(=O)n2[nH]c(C)c(-c3ccccc3)c2n1	1805	1486
46	Cc1csc(SCC(=O)Nc2ccc3c(c2)OCCO3)n1	1864	1755
38	Cc1cccc(NC(=O)CSc2nc3c(c(=O)[nH]2)CCC3)c1C	1875	1614
31	O=S(=O)(c1cccc2nsnc12)N1CCN(c2ccccc2F)CC1	1891	1498
44	CC1(c2ccccc2)CC(C)(C)N(C(=O)CSc2nnc(N)s2)c2ccccc21 (centres undefined)	1791	1623
32	COC(=O)c1ccccc1S(=O)(=O)N(Cc1cc2ccc(OC)cc2[nH]c1=O)CC1CCCO1 (centres undefined)	1737	1649

Next section.
cpd	Structure	SRC1 TRFRET art	SRC3 TRFRET art
61	S=C(Nc1ccc(Cc2ccncc2)cc1)Nc1cccc(Cl)c1	1852	1554
62	CCn1cc(C(=O)Nc2ccc(F)c(F)c2)cn1	1918	1599
63	COc1cc(OC)c(C2=NOC(C(=O)Nc3c(C)n(C)n(-c4ccccc4)c3=O)C2)cc1Cl (centres undefined)	1824	1577
64	COc1ccc2[nH]c(C)c(CCNC(=S)Nc3cc(C)cc(C)c3)c2c1	1919	1685
65	CCCCCC(=O)NCC(C)NC(=O)CCCCC (centres undefined)	1834	1602
66	COc1ccc(-c2nc3ccccc3o2)cc1NC(=O)CSc1ccc(Cl)cc1	2064	1741
67	COc1ccc(CC(=O)NCc2n[nH]c(=S)n2-c2cccc(Cl)c2)cc1	1766	1506
68	CC1C/C=C/C=C/C=C/C=C/C(O[C@@H]2O[C@H](C)[C@@H](O)[C@H](N)[C@@H]2O)CC2OC(O)(CC(O)CC3OC3/C=C/C(=O)O1)CC(O)C2C(=O)O (some centres undefined)	1844	1599
69	Cc1ccccc1Oc1nc2ccccc2n2cnnc12	1714	1572
70	COc1ccc(-c2ccc(SCC(=O)Nc3nnc(C)s3)nn2)cc1	1709	1521
71	Cc1cc(C)n(-c2ccc(F)cc2CN2CCN(C3CCCC3)C(CCO)C2)n1 (centres undefined)	1481	1608
72	O=C(Nc1cc(SCC(O)CO)cc([N+](=O)[O-])c1)c1ccc(-n2cnnn2)cc1 (centres undefined)	1703	1435
73	O=C1[C@H]2[C@H](ON3CCCC[C@H]23)C(=O)N1c1cccc(C(F)(F)F)c1	1906	1660
74	CCOCCCNC(=O)c1c[nH]c2cc(OC)ccc2c1=O	1711	1500
75	Cc1[nH]n(-c2ccccc2)c(=O)c1CCO	1814	1466
76	COc1ccc(C)cc1S(=O)(=O)Nc1ccncc1	1887	1628
77	CCOC(=O)C1CCCN(c2nc3ccccc3nc2C(C#N)C(=O)OC(C)COC)C1 (centres undefined)	1920	1590
78	CC(C)Nc1nc(NC(C)C)nc(Nn2cnnc2)n1	1800	1339
79	CCOc1cc(C(=O)NC(=S)Nn2cnnc2)cc(OCC)c1OCC	1925	1771
80	Cc1ccc(NC(=O)CN(C)C(=O)COc2cccc3cccnc23)cc1	1892	1625
81	COc1ccc(S(=O)(=O)Nc2c(C)ccc3nsnc23)cc1OC	1982	1357
82	COc1ccc(OCC(=O)NNC(=O)C(=O)Nc2ccc(C)cc2)cc1	1682	1550
83	COc1ccc(C(=O)NCc2nnc(SCC(=O)Nc3ccccc3F)o2)cc1	1499	1498
84	Clc1ncc(CN2CCN(c3ccccc3)CC2)s1	1697	1539
85	CC(C)(C)NC(=O)C(c1cccs1)N(C(=O)c1csnn1)c1cccc(F)c1 (centres undefined)	1679	1531
86	CC(C)c1ccccc1NC(=S)N1CCN(S(=O)(=O)c2cccs2)CC1	1869	1751
87	Cc1ccc(-c2nc(NC(=O)CSc3ccc4ccccc4n3)ns2)cc1	1903	1556
88	CCCOc1ccc(/C=N/Nc2ccccc2[N+](=O)[O-])c(OCCC)c1	1835	1525
89	COc1ccc(-c2onc(C)c2-c2cnn(-c3ccccc3)c2)c(O)c1C	1565	1422
90	Cc1ccnc(SCC(=O)N2CCCc3ccccc32)n1	1935	1673
91	O=[N+]([O-])c1ccc2ccn(C3OCC(O)C(O)C3O)c2c1 (centres undefined)	1584	1515
92	CC(C)(C)NC(=O)NC(=O)COC(=O)c1cccc(OC(F)F)c1	1655	1449
93	COC(=O)C1=C(C)N(c2ccc(OC)cc2)C(=O)/C1=C\c1cccs1	1734	1346
94	Cc1ccc(S(=O)(=O)N(C)C)cc1NC(=O)CSc1ncc(C(F)(F)F)cc1Cl	2067	1537
95	CC(=O)CSc1ncnc2sc3c(c12)CCC3	1948	1674
96	COc1ccccc1Sc1ccccc1/C=N/NC(N)=O	1818	1512
97	COc1ccc([N+](=O)[O-])cc1NC(=O)CSc1ncccn1	1824	1729
98	COc1cccc(CC2(CO)CCCN(C(=O)c3cc[n+]([O-])cc3)C2)c1 (centres undefined)	1966	1549
99	Cc1ccc2cc(CCNC(=O)c3cccc([N+](=O)[O-])c3)c(=O)[nH]c2c1C	1685	1659
100	COc1ccc(S(=O)(=O)N2CCCOC2CNC(=O)C(=O)NCc2ccco2)cc1 (centres undefined)	1755	1690
101	Cc1ccc2nc(C)cc(N/N=C/c3ccc(F)cc3)c2c1	1931	1592
102	CC(C)(CSc1ncccn1)NS(=O)(=O)c1ccccc1	1569	1366
103	Cc1cc([N+](=O)[O-])ccc1NC(=O)c1ccco1	1736	1616
104	CC(=O)N1C(C)(C)CC(=NOC(=O)c2ccc(C)cc2)CC1(C)C	1488	1439
105	COc1ccc(S(=O)(=O)n2nc(OCc3cccs3)cc2N)cc1	1795	1712
106	Cn1nc(-c2ccc3c(c2)OCCO3)c2ccccc2c1=O	2001	1593
107	C(#Cc1ccccc1)CN1CCCCC1	1747	1621
108	Cc1ccnc(NS(=O)(=O)c2cnc(Cl)c(Br)c2)c1	1665	1486
109	CCN(CC)CCN(Cc1cc2ccc(C)cc2[nH]c1=O)C(=O)NC1CCCCC1	2008	1768
110	CC(C)c1csc(CN2CCN(CCc3ccccc3)C(CCO)C2)n1 (centres undefined)	1507	1640
111	CCOC(=O)c1cc(-c2ccccc2)sc1NC(=O)CCN1C(=O)c2ccccc2C1=O	1768	1519
112	CC(NCC(O)COc1ccc(S(=O)(=O)N2CCOCC2)cc1)c1ccccc1 (centres undefined)	1803	1428
113	COc1ccc(C(=O)NCC(=O)NCC(=O)OCC(=O)C(C)(C)C)cc1	1627	1747
114	CCOC(=O)c1c(C)n(C)c2cc(-c3ccc(C)cc3)c(O)cc12	1728	1640
115	CN(C)C(=O)c1sccc1Oc1ccc(F)cc1[N+](=O)[O-]	1834	1454
116	Nc1c(C(=O)Nc2cccc(F)c2)nnn1-c1cccc(C(F)(F)F)c1	1517	1473
117	COc1cc(C(=O)O)c2ccccc2n1	1742	1577
118	COc1ccccc1CNc1nc(-c2cc(C)n(C)c2C)cs1	1757	1760
119	CCCCCn1nc(C(=O)OCC(=O)c2c(N)n(C)c(=O)n(C)c2=O)c2ccccc2c1=O	1798	1560
120	Cc1ccccc1OCC(=O)Nc1ccccc1N1CCC(C)CC1	2038	1771
121	CCOC(=O)c1c(NC(=O)CSc2nc3ccccc3c(=O)n2-c2ccc(F)cc2)sc(C(C)=O)c1C	1547	1399
122	CC(=O)Nc1ccc(NC(=O)CSc2nc(C)nc3sc(C)c(C)c23)cc1	1809	1508
123	Cc1ccc(NC(=O)NNC(=O)c2ccccc2)cc1	1758	1415
